RORg inh – blocks mouse ROR gamma transcriptional activity; P51450; Drosophila S2 Gal4-RORgamma UAS-luciferase reporter, 20 h; Potency, µM (series often up to 53.6 µM), without a hit: at the top dose activity change, negative = inhibition, usual class: inhibitors; actives 5.4% (n = 310,000); AID 2551; note: potency is the fitted concentration of half-maximal effect; % is set by controls: 0 for no effect and ±100 for the full control effect; nearly all actives have a fitted effect of over 60% in size
Target sequence (P51450 whole entry, looked up, the tested form may be a part): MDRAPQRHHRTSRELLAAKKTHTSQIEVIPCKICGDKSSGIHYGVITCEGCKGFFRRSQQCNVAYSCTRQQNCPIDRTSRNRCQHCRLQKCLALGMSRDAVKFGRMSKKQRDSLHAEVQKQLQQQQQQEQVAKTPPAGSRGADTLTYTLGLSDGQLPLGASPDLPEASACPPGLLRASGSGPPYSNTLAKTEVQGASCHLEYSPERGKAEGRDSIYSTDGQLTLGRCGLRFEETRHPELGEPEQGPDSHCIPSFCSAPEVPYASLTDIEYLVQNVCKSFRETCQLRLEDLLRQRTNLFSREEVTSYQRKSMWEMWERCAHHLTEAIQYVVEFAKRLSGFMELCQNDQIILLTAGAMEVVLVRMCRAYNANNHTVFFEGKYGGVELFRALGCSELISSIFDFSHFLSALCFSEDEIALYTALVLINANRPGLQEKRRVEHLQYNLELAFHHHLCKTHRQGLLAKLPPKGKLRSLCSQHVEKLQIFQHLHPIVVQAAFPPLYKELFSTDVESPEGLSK
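Drosophila Schneider cells stably carrying a metallothionein-driven Gal4 DBD–ROR gamma fusion and a UAS-Photinus luciferase reporter were exposed to compound for 1 hr, then induced with copper sulfate (700 uM final) for 20 hr at ambient temperature before luminescence reading.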
PKM2 activator – PKM2 (human) enzyme activation; Potency, µM (highest dose often 57.5 µM), without a hit: at the top dose activation, actives largely listed as activators; P14618; purified PKM2, Kinase-Glo ATP luminescence, activation; response scale: 0% is enzyme alone, no compound; actives 0.34% (n = 260,000); AID 1631; note: potency is the fitted concentration of half-maximal effect; % is set by controls: 0 for no effect and ±100 for the full control effect; nearly all actives have a fitted effect of over 55% in size
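Kinase-Glo luminescence reports ATP generated from ADP (0.1 mM) and PEP (0.5 mM) by purified hPK-M2 after 1 h at room temperature, pH 7.2 imidazole buffer; intermediate enzyme activity allows detecting inhibitors and activators.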
p53 reactivator – restores transcriptional activity of mutant p53 | Potency, µM (doses to about 92.2 µM), for the others: at the highest dose activity change, positive = activation, most hits filed as activators | H1299 p53-A138V BP100-luciferase reporter, luminescence, 24 h | actives 0.063% (n = 320,000); note: potency is the fitted concentration of half-maximal effect; % of control where 0% means no effect; nearly all actives have a fitted effect of over 45% in size
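H1299 (p53-null), stable ts p53-A138V + BP100-Luc; 1000 cells/well, Opti-MEM/10% FBS; cpd 4 pt, 1:5; 24 h, 37 deg C, 5% CO2; detection reagent 10 min RT; luminescence.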
FLuc counter – inhibits or activates purified firefly luciferase, miR-21 counter-screen | purified FLuc, Km substrates, luminescence inhibition | Potency, µM (top dose mostly 57.5 µM), inactives show at the highest dose activity change, negative = inhibition, most hits filed as inhibitors | actives 6.9% (n = 360,000) | AID 588342;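 note: potency is the fitted concentration of half-maximal effect; plate controls were vehicle for no effect and reference inhibitor for full effect; nearly all actives have a fitted effect of over 55% in size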
Target sequence (P08659 whole entry, looked up): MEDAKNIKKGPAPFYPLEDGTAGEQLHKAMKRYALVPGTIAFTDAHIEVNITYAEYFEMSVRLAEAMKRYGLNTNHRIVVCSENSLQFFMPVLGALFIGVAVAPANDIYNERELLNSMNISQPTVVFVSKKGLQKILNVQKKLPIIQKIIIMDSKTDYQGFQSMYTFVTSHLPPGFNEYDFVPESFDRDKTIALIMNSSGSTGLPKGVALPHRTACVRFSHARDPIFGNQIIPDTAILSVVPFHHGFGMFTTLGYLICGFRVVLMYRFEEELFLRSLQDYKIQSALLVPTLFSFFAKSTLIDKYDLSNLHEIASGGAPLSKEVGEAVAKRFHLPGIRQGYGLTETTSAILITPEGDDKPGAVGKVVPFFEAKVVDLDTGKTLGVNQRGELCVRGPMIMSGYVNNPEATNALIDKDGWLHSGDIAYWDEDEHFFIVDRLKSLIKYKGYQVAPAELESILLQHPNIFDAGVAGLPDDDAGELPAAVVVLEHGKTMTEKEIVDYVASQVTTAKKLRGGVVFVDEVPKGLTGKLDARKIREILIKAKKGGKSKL
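Biochemical qHTS of compounds, final roughly 60 µM downward over six points, against 10 nM purified firefly luciferase using Km concentrations of substrates (10 uM D-luciferin, 10 uM ATP) in Tris acetate pH 7.5 buffer; luminescence output.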
Giardia killer – kills Giardia lamblia. AID 540267. actives 0.15% (n = 340,000). Giardia lamblia trophozoite viability. activity change, % at 7.66 µM, hits read low; in the data active = activity change below about -80%; inconclusive = between about -30% and that limit;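 note: parasites exposed to compound for two days anaerobically before the ATP read; % is set by controls: 0 for no effect and ±100 for the full control effect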
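Killing of trophozoites was scored by loss of ATP luminescence after a 48 hrs anaerobic exposure to compounds at 37 deg C, using 100 cells per well.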
ELG1 genotox – induces genotoxicity in HEK293T cells with luciferase-tagged ELG1; HEK293T ELG1-luciferase reporter, luminescence, 16 h; Potency, µM (highest dose often 46 µM), inactives show at the highest dose activity change, positive = activation, usual class: activators; actives 1.3% (n = 330,000); AID 504466; note: potency is the fitted concentration of half-maximal effect; % of control where 0% means no effect; nearly all actives have a fitted effect of over 60% in size
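HEK293T cells expressing luciferase-tagged ELG1 were treated with compound or DMSO for 16 hr at 37°C. Luciferase activity was then read after 30 min with ONE-Glo at room temperature; rising signal flags genetic stress.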
Menin MLL FP TR – menin-MLL binding inhibition, Texas Red mutant peptide | Potency, µM (doses to about 61.6 µM), without a hit: at the top dose FP activity change, negative = inhibition, actives largely listed as inhibitors | actives 0.23% (n = 270,000) | AID 1768 | Menin + Texas Red MLL mutant peptide, fluorescence polarization | O00255; active = well fitted inhibition curve with a large enough effect in the polarisation, with a control signal flat, not every such curve was filed as active; inconclusive = small, poorly fitted or top-dose-only effect, or effect the other way, or a change in a side signal; inactive = no such curve, though single readings can be large or run the other way; the % refers to the polarisation; note: potency is the fitted concentration of half-maximal effect; % of control where 0% means no effect; many of its hits are not listed in these tables
BRCA1 expr act – increases BRCA1 expression; MCF7-BRCA1-FFLuc reporter, luminescence, 48 h; response scale: scaled: vehicle 0%, 10 µM genistein 100%; AID 624202; actives 1.1% (n = 380,000); Potency, µM (top dose mostly 46.1 µM), for inactives: at the highest dose activation, most hits filed as activators; note: potency is the fitted concentration of half-maximal effect; nearly all actives have a fitted effect of over 80% in size; some results filed as inactive show a strong effect at the top dose
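MCF7-BRCA1-FFLuc cells, 2000/well in phenol-red-free MEM, attached 2 h then treated 48 h at 37 C. Luciferase luminescence read 15 min after reagent; normalized to genistein maximum activation (10microM) and DMSO, concentration-response fitted.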
Gal4-VP16 FLuc – Gal4-VP16 reporter inhibition counter-screen; Drosophila S2 Gal4-VP16 UAS-luciferase, luminescence, 20 h; Potency, µM (doses to about 53.6 µM), inactives show at the top dose activity, negative = inhibition, most hits filed as inhibitors; actives 3.5% (n = 310,000);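 note: Gal4-VP16 expression switched on by copper sulfate through the metallothionein promoter; potency is the fitted concentration of half-maximal effect; % is set by controls: 0 for no effect and ±100 for the full control effect; nearly all actives have a fitted effect of over 50% in size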
NPC1 prom act – activators of NPC1 promoter. Potency, µM (doses to about 9.22 µM), inactives show top-dose activation, actives largely listed as activators. Huh7 NPC1 promoter luciferase reporter, 24 h. actives 2.4% (n = 320,000). AID 485313;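 note: potency is the fitted concentration of half-maximal effect; % of control where 0% means no effect; nearly all actives have a fitted effect of over 60% in size; reporter is driven by a mutant NPC1 promoter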
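Luminescence read-out of NPC1 promoter-driven luciferase in stably transfected Huh7 cells; compounds delivered in DMSO and left 24 h at 37C, 5% CO2, qHTS titration format.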
Rab9 promoter act – activates the Rab9 promoter; Huh7 Rab9 promoter-luciferase reporter, luminescence, 24 h; Potency, µM (doses to about 9.22 µM), inactives show top-dose activation, negative = inhibition, actives largely listed as activators; actives 2.8% (n = 320,000); AID 485297; note: potency is the fitted concentration of half-maximal effect; % of control where 0% means no effect; nearly all actives have a fitted effect of over 60% in size
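Huh7 reporter line, Rab9 promoter upstream of luciferase. Compound exposure 24 h at 37 °C in reduced-serum medium with 10% FBS. Read-out: luminescence.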
Starred values were filed as active, the others as inactive; ? = inconclusive; · = no result given; [ ] = remark or other dose. Unless noted, calls come from the whole dose curve; as a rule, active = well fitted curve in the direction sought with a large enough effect; inconclusive = small, poorly fitted or top-dose-only effect, or another doubt; inactive = no such curve, though single readings can be large; an effect the other way counts as inactive or inconclusive. This is a subset. The share of hits here may be higher or lower than overall.

No. | Structure | p53 reactivator | Gal4-VP16 FLuc | NPC1 prom act | Giardia killer | Rab9 promoter act | RORg inh | ELG1 genotox | FLuc counter | PKM2 activator | BRCA1 expr act | Menin MLL FP TR
1 | Cc1ccc(OC(=O)CCC(=O)NC(C)c2ccccc2)cc1 (configuration not stated) | -3% | -8% | -1% | -3 | 1% | -12% | -1% | -1% | -7% | -3% | -5%
2 | Cc1ccc2c(c1)N(CC(=O)N1CCOCC1)C(=O)CO2 | 4% | -15% | 0% | -5 | 0% | 0% | -1% | 3% | · | -2% | ·
3 | Cc1cccc(NC(=O)N[C@@H](C)C(=O)O)c1 | -1% | -8% | 1% | -6 | -7% | -7% | 0% | 3% | 1% | 1% | 0%
4 | COc1ccc([N+](=O)[O-])cc1/C=N/NC(=O)c1nonc1N | -1% | 4% | -6% | -4 | 2% | 23% | -2% | -1% | 0% | 10% | -2%
5 | O=C(NCCCC(NC(=O)OCc1ccccc1)C(=O)O)OCc1ccccc1 (configuration not stated) | -30% | -8% | -2% | 3 | 1% | -21% | 3% | -19% | -2% | -5% | -2%
6 | C#CCOCCOCCOCCNc1nc(N2CCN(C(=O)CCCCCCCCCCNC(=O)[C@H](CO)n3cc(CCCSC)nn3)CC2)nc(N2CCN(C(=O)CCCCCCCCCCNC(=O)[C@H](CCCN=C(N)N)n3cc(C[C@@H](C)CC)nn3)CC2)n1 | 18% | · | -5% | 10 | 1% | · | 5% | -15% | · | -38% | ·
7 | O=C(CSc1nc2ccc(Cl)cc2[nH]1)Nc1ccc2[nH]c(=O)[nH]c2c1 | 0% | · | 0% | -6 | -4% | · | 6% | ? | · | -30% | ·
8 | CC(C)C[C@H](NC(=O)c1nc[nH]c1C(=O)NC(c1ccccc1)c1ccccc1)C(=O)OC(C)(C)C | 2% | 3.5µM* | -8% | -8 | -1% | 0.71µM* | -12% | 5% | -1% | -95%[inhibitor] | 22%
9 | COCCn1nnnc1C(c1cccs1)N1CCN(c2ccccc2)CC1 (configuration not stated) | -6% | 2% | -11% | -1 | 4% | 24% | 1% | 0% | 0% | 0% | -10%
10 | CC1(C)Cc2nc3sc(C(N)=O)c(N)c3cc2CO1 | 5% | 13% | 22% | 34[activator] | ? | 9% | 17% | ? | -10% | 67% | ·
11 | COc1ccc(C2C(=O)N(C3CCCCC3)CC(=O)N2CCc2ccccc2)cc1OC (configuration not stated) | 6% | -7% | -1% | 5 | 10% | 1% | 1% | -1% | 4% | 11% | ?
12 | Cc1ccc(-n2nnnc2SCn2nnc3ccccc3c2=O)cc1 | ? | ? | ? | 13 | 3.5µM* | ? | 16µM* | 13µM* | 20% | ? | -7%
13 | Cc1cc2cc(CNC(=O)c3cccc([N+](=O)[O-])c3)ccc2[nH]1 | 5% | -10% | -3% | -4 | 3% | ? | 0% | ? | 20% | -27% | -10%
14 | CCn1c(CN2CCOCC2)nnc1SCC(=O)Nc1ccc(C(C)=O)cc1 | 9% | 2% | 3% | -15 | 5% | 1% | 0% | -3% | 0% | -10% | ·
15 | O=C(O)C1CC(=O)N(c2ccc(Br)cc2)C1 (configuration not stated) | 13% | -12% | -5% | 5 | 0% | -27% | -2% | 0% | -8% | 3% | 7%
16 | COCCCn1c(SCc2nnc(-c3ccccc3)o2)nc2sc3c(c2c1=O)CCC3 | -3% | 5% | 1% | 2 | 3% | -9% | 1% | 0% | 0% | -24% | -24%
17 | Cc1ccccc1C(=O)c1c[nH]c(C(=O)NCCCn2ccnc2)c1 | -1% | -6% | 8% | 1 | -4% | 3% | 0% | -2% | -11% | -40% | -5%
18 | CCCCNC(=O)NNC(=O)COc1cccc(C)c1C | 3% | -9% | 2% | 6 | -2% | 8% | 2% | 12% | -5% | -6% | -5%
19 | CC[C@@H](C(=O)n1nc(C)cc1C)[C@H](NS(=O)(=O)c1ccc(C)cc1)c1ccccc1 | 3% | 2% | -2% | -11 | -5% | 21% | -5% | -1% | 1% | -17% | -21%
20 | CCN(CC)c1ccc(N2C(=O)/C(=C\c3cccnc3)SC2=S)cc1 | 5% | 9% | -1% | -1 | 0% | 10% | -15% | -1% | 4% | -1% | -18%
21 | CC(=O)Nc1ccc(S(=O)(=O)NCCC(=O)NC2CCCCCC2)cc1 | -3% | · | 0% | -13 | -9% | · | -4% | -1% | · | -11% | ·
22 | COc1ccc(N2CC(C(=O)N[C@@H](CC(C)C)C(=O)NC3CCCC3)CC2=O)cc1 (some centres not stated) | 0% | 6% | 0% | -4 | -4% | -1% | 1% | 1% | · | -15% | ·
23 | CC(=O)OC(C(=O)NCS(=O)(=O)c1ccc(C)cc1)c1cccnc1 (configuration not stated) | 3% | 3% | -3% | 5 | 0% | 5% | 1% | 0% | -8% | 5% | 13%
24 | CCN(Cc1ccccc1OC)CC1CCCN(CCc2cccc(OC)c2)C1 (configuration not stated) | · | 2% | 1% | 3 | -4% | 0% | -9% | 1% | 0% | -15% | -12%
25 | Cc1cccc(C2=NN(c3ccccc3)[C@H](CO)[C@H]2c2ccc(Cl)cc2)c1 | 5% | 40µM* | · | 7 | · | 33% | -5% | · | · | -60% | ?
26 | CCCc1nc2oc3c(OC)ncnc3c2c2c1COC(C)(C)C2 | -1% | 2% | -3% | -3 | 7% | -1% | 1% | -2% | -3% | -16% | -1%
27 | Cc1ccc(OCCn2ccnc2)c(C)c1 | · | · | 0% | 10 | 2% | · | 4% | 3% | -2% | -1% | 6%
28 | CCCCOc1ccc(C(=O)NCc2ccncc2)cc1 | -4% | 4% | -3% | 6 | -1% | 15% | 2% | -3% | -1% | -26% | 2%
29 | CC(C)(C)NC(=O)C(c1ccncc1)N(CC1CCCO1)C(=O)Cn1nnc(-c2ccc(F)cc2)n1 (configuration not stated) | -3% | 9% | -3% | -8 | -4% | 13% | 3% | 0% | 1% | -20% | -11%
30 | Cc1ccn2cc(CCNC(=O)CC(C)(C)C)nc2c1 | 19% | -9% | -1% | 4 | 1% | ? | 4% | 3% | -6% | 7% | 0%
31 | CCOCCn1c(CN2CCc3ccccc3C2)nc2c1c(=O)n(C)c(=O)n2C | -5% | 1% | 2% | -1 | -4% | 4% | -12% | 1% | 5% | -5% | ·
32 | Cc1ccc2cc(CCNC(=O)c3ccc(Br)o3)c(=O)[nH]c2c1 | 7% | -7% | 7% | 6 | 7% | 33% | 0% | 1% | -1% | -32% | -3%
33 | c1ccc(-c2nc(-c3nccc4ccccc34)oc2-c2ccccc2)cc1 | 20% | -6% | ? | -11 | 3.2µM* | ? | ? | 6µM* | -8% | 0% | ·
34 | COc1ccc(-c2csc(N3C(=O)C4C5c6ccccc6C(c6ccccc65)[C@@H]4C3=O)n2)cc1 (some centres not stated) | -1% | -7% | 0% | 18 | 0% | -2% | 0% | 2% | 2% | -25% | ?
35 | CCN1CCN(C(=O)c2cc(COc3ccc4ncccc4c3)on2)CC1 | -2% | ? | -23% | 11 | -35%[inhibitor] | -44% | -1% | 5% | -7% | -28% | 2%
36 | Cc1noc(C)c1COC(=O)CCCOc1ccc(Cl)cc1Cl | -9% | -3% | -5% | -16 | -3% | 13% | -1% | -17% | 7% | 5% | -10%
37 | OCC1(CO)COC(CCc2ccccc2)=N1 | · | -10% | -2% | 49[activator] | -4% | -2% | 0% | -1% | 0% | -5% | 21%
38 | O=C(Nc1ccc(-c2nc3cccnc3s2)cc1)c1ccc(Br)o1 | ? | -10% | 2.8µM* | -7 | 4µM* | -33% | 2.9µM* | ? | -3% | ? | 1%
39 | CCOc1nc(CC)nc(NC(=O)NS(=O)(=O)c2ccccc2Cl)n1 | -4% | -14% | ? | ? | 0% | -3% | 3% | 2% | 21% | -12% | -9%
40 | CCn1c(O)c(N=NC(=O)c2ccc(CSc3nncn3C)cc2)c2ccccc21 | -14% | -14% | 3% | -3 | -3% | ? | -2% | -14% | 9% | 3% | 3%
41 | O=C(CN1CCN(S(=O)(=O)c2ccc3ccccc3c2)CC1)N1CCc2ccccc2C1 | -9% | -5% | -2% | 3 | 0% | 35% | 0% | 1% | 0% | -46% | -20%
42 | O=C(Nc1cccc(C(F)(F)F)c1)c1ccc(Cn2cc(Br)cn2)o1 | -8% | 1% | 22% | -4 | -1% | ? | -3% | -4% | 15% | -42% | ?
43 | COc1cccc(-n2ccnc2SCC(=O)Nc2cc(OC)ccc2OC)c1 | 10% | 2% | -2% | 9 | 0% | -1% | 1% | -2% | -4% | -21% | -9%
44 | O=C(NCCN1CCOCC1)/C(=C/c1ccc(F)cc1)NC(=O)c1ccccc1 | -4% | -7% | -2% | -8 | 0% | -8% | 0% | 1% | · | 8% | ·
